# Bioassay records from PubChem BioAssay.
# HCV core inhibition – blockers of core106 self-association – biochemical, TR-FRET, triplicate, confirmation (AID 2152) | 2,300 compounds, 1% hits | inhibition, % at 5 µM | TR-FRET GST-/Flag-core106 dimerization, HTRF; hits give high values;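 active means mean inhibition over three replicate wells above the hit threshold derived in the earlier primary screen, cut at about 45% in these data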;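 further: 0% = DMSO wells and 100% = unlabelled core106 competitor control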
#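 Test system: GST- and Flag-tagged HCV core106 peptides, dimerization via antibody TR-FRET / Amount: 17 nM Flag- plus 13.5 nM GST-core106 / Probe or stimulus: Eu(K)-anti-GST plus XL665-anti-FLAG antibodies / Compound dosing: one 5 µM dose, 0.5% DMSO / Times: 4 h incubation, 22.5 °C / Technique: TR-FRET, 340 nm excitation, 671/617 nm emission / Evaluation: percent inhibition from emission ratio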
# The depositor's hits bear a star. Only part of the results is shown; rates above refer to the full screens.
compound	HCV core inhibition
CCOC(=O)c1oc2ccc(S(=O)(=O)n3nc(-c4ccc(OC)cc4)cc3N)cc2c1C	0
O=C(Nc1nc(-c2ccccn2)cs1)C1CC(=O)N(c2ccc3c(c2)OCCO3)C1 (centres undefined)	9
Cc1ccc(C(=O)Oc2coc(CSc3nnc(NC(=O)c4cccs4)s3)cc2=O)cc1C	-1
Cc1nnc(N2C(=O)C(=O)/C(=C(/O)c3ccc4c(c3)OCCO4)C2c2ccc([N+](=O)[O-])cc2)s1 (centres undefined)	7
COc1ccc(/C=N/NC(=O)Nc2cccc3nsnc23)c(OC)c1	-2
CCC(C(=O)NCc1ccco1)n1nc(-c2ccc(OC)cc2)ccc1=O (centres undefined)	-2
N#CC1=C(N)OC2=C(CC/C2=C\c2ccc(F)cc2)C1c1ccc(F)cc1 (centres undefined)	3
Cc1ccc(CSc2nnc(SCC(=O)N/N=C/C=C/c3ccco3)s2)cc1	-6
O=[N+]([O-])c1cc(S(=O)(=O)N2CCCC2)ccc1N/N=C/c1cccs1	0
CCNC(=O)CSc1ncnc2sccc12	4
Cc1ccc(-c2csc(N3N=C(c4ccccc4)/C(=C\c4ccc(N(C)C)cc4)C3=O)n2)cc1	2
COc1ccc(C(=O)Oc2cc(/C=N/NS(=O)(=O)c3ccc(C)cc3)ccc2OC)cc1	-5
COc1ccc(C(NC(=O)/C=C/c2ccco2)c2ccc(OC)cc2)cc1	-5
Cc1ccc(CSc2cc(C)[nH]c(=O)n2)cc1	-4
Cc1ccc(CSC2=Nc3ccccc3C3=NC(CCC(=O)NCc4ccco4)C(=O)N23)cc1 (centres undefined)	6
Cc1ccccc1NC(=O)CSc1nnc(-c2ccco2)c(-c2ccco2)n1	0
COCCN=c1scc(-c2ccco2)n1/N=C/c1ccc(O)c(O)c1O	7
O=C(NN1C(=O)/C(=C/C=C/c2ccccc2)SC1=S)c1ccncc1	-9
Nc1c(C(=O)Nc2ccccc2F)sc2nc(-c3ccco3)ccc12	-8
COC(=O)C1=C(CN2CCc3ccccc32)NC(=O)NC1c1cc(C)ccc1C (centres undefined)	1
Cc1cccc(S(=O)(=O)N2CN(Cc3ccco3)c3nc4ccccc4nc32)c1	-7
Brc1ccccc1-c1nnc(COc2cccc3cccnc23)o1	-6
Cc1ccc(CNC(=O)c2ccc(N3CCC4(CC3)CC(c3ccccc3)=NO4)c(NC(=O)c3c(Cl)cccc3Cl)c2)cc1	-3
Cc1cc(C)n(CCc2nc(-c3ccc(C)o3)cs2)n1	-5
CC1Cc2ccccc2N1C(=O)CSc1nnc2c(n1)[nH]c1ccc(F)cc12 (centres undefined)	-5
O=C(NC(C(=O)N/N=C/c1c2ccccc2cc2ccccc12)c1n[nH]c(=O)c2ccccc12)c1ccccc1 (centres undefined)	4
C[C@]12C=CC(=O)C=C1CC[C@@H]1C2=CC[C@]2(C)[C@@H](C(=O)CN3CCN(c4cc(N5CCCC5)nc(N5CCCC5)n4)CC3)CC[C@@H]12	3
O=C(Cn1ncc2c3ccccc3n(Cc3ccc(F)cc3)c2c1=O)N1CCN(c2ncccn2)CC1	2
N#C/C(=C/c1cn(-c2ccccc2)nc1-c1cccc(S(=O)(=O)N2CCCC2)c1)C(=O)NCc1ccco1	11
O=C(CSc1nnc(-c2cccc(S(=O)(=O)N3CCCCC3)c2)o1)c1ccc[nH]1	1

# 18 entries from above, ordered by count of non-hydrogen atoms, lowest first:
compound	HCV core inhibition
CCNC(=O)CSc1ncnc2sccc12	4
Cc1ccc(CSc2cc(C)[nH]c(=O)n2)cc1	-4
Cc1cc(C)n(CCc2nc(-c3ccc(C)o3)cs2)n1	-5
Brc1ccccc1-c1nnc(COc2cccc3cccnc23)o1	-6
COc1ccc(/C=N/NC(=O)Nc2cccc3nsnc23)c(OC)c1	-2
COCCN=c1scc(-c2ccco2)n1/N=C/c1ccc(O)c(O)c1O	7
N#CC1=C(N)OC2=C(CC/C2=C\c2ccc(F)cc2)C1c1ccc(F)cc1 (centres undefined)	3
Cc1ccc(CSc2nnc(SCC(=O)N/N=C/C=C/c3ccco3)s2)cc1	-6
O=C(CSc1nnc(-c2cccc(S(=O)(=O)N3CCCCC3)c2)o1)c1ccc[nH]1	1
O=C(Nc1nc(-c2ccccn2)cs1)C1CC(=O)N(c2ccc3c(c2)OCCO3)C1 (centres undefined)	9
COc1ccc(C(=O)Oc2cc(/C=N/NS(=O)(=O)c3ccc(C)cc3)ccc2OC)cc1	-5
Cc1ccc(C(=O)Oc2coc(CSc3nnc(NC(=O)c4cccs4)s3)cc2=O)cc1C	-1
Cc1ccc(CSC2=Nc3ccccc3C3=NC(CCC(=O)NCc4ccco4)C(=O)N23)cc1 (centres undefined)	6
O=C(Cn1ncc2c3ccccc3n(Cc3ccc(F)cc3)c2c1=O)N1CCN(c2ncccn2)CC1	2
N#C/C(=C/c1cn(-c2ccccc2)nc1-c1cccc(S(=O)(=O)N2CCCC2)c1)C(=O)NCc1ccco1	11
O=C(NC(C(=O)N/N=C/c1c2ccccc2cc2ccccc12)c1n[nH]c(=O)c2ccccc12)c1ccccc1 (centres undefined)	4
Cc1ccc(CNC(=O)c2ccc(N3CCC4(CC3)CC(c3ccccc3)=NO4)c(NC(=O)c3c(Cl)cccc3Cl)c2)cc1	-3
C[C@]12C=CC(=O)C=C1CC[C@@H]1C2=CC[C@]2(C)[C@@H](C(=O)CN3CCN(c4cc(N5CCCC5)nc(N5CCCC5)n4)CC3)CC[C@@H]12	3

# Next section:
compound	HCV core inhibition
CC1=CC(=O)c2c(O)ccc(O)c2C1=O	35
Cn1nnnc1Sc1ncnc2scc(-c3ccccc3)c12	10
COCCn1c(C)cc(C2=NNC(=Nc3ccc(OC)cc3)SC2)c1C	-5
CC(C)C(NC(=O)OCc1ccccc1)C(=O)OCC(=O)NCc1ccco1 (centres undefined)	-4
Cc1cccc(N2CCN(C(=O)CSc3ccsc3[N+](=O)[O-])CC2C)c1 (centres undefined)	7
COC(=O)c1ccc(Nc2cc(C)nc(-c3ccccc3O)n2)cc1	7
CCOC(=O)C1=C(c2ccccc2)N=c2s/c(=C\c3ccco3)c(=O)n2C1c1cccs1 (centres undefined)	5
Cc1[nH]n(-c2nc(-c3ccc(Cl)cc3)cs2)c(=O)c1N=Nc1ccc(O)cc1	-11
CC(C)(C)Cc1nnc(NC(=O)Cc2cccs2)s1	7
O=C(N/N=C/c1ccncc1)c1ccc(-n2cccc2)cc1	0
COC/C=C/C1=CC2=CC(=O)C(C)(OC(=O)c3cnc4ccccc4n3)C(=O)C2=CN1CC1CC1 (centres undefined)	6
Cc1ccc(-n2nc3ccc(NC(=O)/C=C/c4ccco4)cc3n2)cc1	-2
O=C(Oc1coc(CSc2nnc(NC(=O)c3cccs3)s2)cc1=O)c1ccccc1	-1
Cc1cccc(C)c1Nc1nnc(SCC(=O)Nc2sccc2C#N)s1	22
CCc1ccc(N2C(=O)c3ccc4c5c(ccc(c35)C2=O)CC4)cc1	-9
CCCCC1=CC2=C(c3ccco3)C(=O)C(C)(OC(=O)c3ccc(OC)cc3)C(=O)C2=CN1C1CCCC1 (centres undefined)	41
CCN(CC)S(=O)(=O)c1ccc(N2CCOCC2)c(NC(=O)c2c3c(nc4ccccc24)CCC3)c1	31
COc1ccccc1Nc1ncc(-c2cccs2)s1	-8
COc1ccccc1NC(=O)c1c(NC(=O)c2ccco2)sc2c1CCC2	4
CCOC(=O)c1c(NC(=O)CSc2nnc3c(Cl)cc(Cl)cn23)sc2c1CCC2	3
COc1ccc(-c2nn(-c3ccccc3)cc2/C=N/Nc2ccc(S(N)(=O)=O)cc2[N+](=O)[O-])cc1OC	2
COCCCn1c(SCC(=O)N2CCc3ccccc32)nnc1-c1ccoc1C	-3
O=[N+]([O-])CC(=Nc1ccc(Cl)cc1)N/N=C\c1oc(O)c2ccccc12	1
Cc1ccc(OCC(=O)Nc2ccc(O)c(-c3nc4ccccc4o3)c2)cc1	0
CCN(CC)S(=O)(=O)c1ccc(N2CCCCC2)c(C(=O)Nc2ccccc2N2CCOCC2)c1	0
CC(C)c1ccc(-c2c(C#N)c(N)nc(SCC(=O)N3CCCCC3)c2C#N)cc1	-24
O=c1c2c3c(sc2[nH]c(=S)n1Cc1ccco1)CCC3	5
COc1ccc(N(C)S(=O)(=O)c2cccc(C(=O)OC(C(=O)Nc3cc(C)cc(C)c3)c3ccccc3)c2)cc1 (centres undefined)	-7
Cc1cc(-c2csc(NC(=O)c3ccc(C#N)cc3)n2)c(C)n1Cc1ccccc1	-2
N#Cc1ccc(C23CC4(C2)[C@H](CN(P(=O)(c2ccccc2)c2ccccc2)[C@@H]4c2ccccc2)C3c2ccc(Cl)nc2)cc1 (some centres undefined)	8

# New compounds follow
compound	HCV core inhibition
Cc1cc(C(=O)COc2ncnc3sccc23)c(C)n1C	1
COc1cc(/C=C/[N+](=O)[O-])ccc1OC(=O)c1cc2ccccc2oc1=O	3
COC(=O)c1ccc(CSc2ncnc3c2sc2nc(N4CCOCC4)c4c(c23)CCCC4)o1	33
Cc1ccc(-c2nc3ccc(C(=O)O)cc3nc2-c2ccc(C)cc2)cc1	0
C/C=C\C=C/C(=O)Nc1cccc(C2=NOC3(C2)C[C@@H](C(N)=O)N(C(=O)/C=C/CC)C3)c1 (some centres undefined)	5
